# Bioassay records: PubChem BioAssay, several laboratories
# OPRM1-OPRD1 ag: OPRM1-OPRD1 heterodimerization agonism | P35372+P41143 | cells, luminescence | activation, % at 9.3 µM | 340,000 compounds, 0.3% hits; in the data active means activation above about 18%;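 further: 0% = vehicle-treated cells and 100% = reference agonist; values of inactives mirror those of a sister screen read the other way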
# Target sequence (P35372 whole entry, looked up): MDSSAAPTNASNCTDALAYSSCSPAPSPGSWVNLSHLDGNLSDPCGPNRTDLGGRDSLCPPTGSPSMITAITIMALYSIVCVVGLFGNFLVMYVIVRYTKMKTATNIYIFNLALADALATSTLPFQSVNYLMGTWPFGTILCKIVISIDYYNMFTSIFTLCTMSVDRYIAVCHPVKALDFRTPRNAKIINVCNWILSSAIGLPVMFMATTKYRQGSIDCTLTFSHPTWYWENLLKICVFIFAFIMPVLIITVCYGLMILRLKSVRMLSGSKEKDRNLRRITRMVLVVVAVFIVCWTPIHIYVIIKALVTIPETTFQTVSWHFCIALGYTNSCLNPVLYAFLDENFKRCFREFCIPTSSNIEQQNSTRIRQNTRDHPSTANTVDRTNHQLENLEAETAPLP
# Target sequence (P41143 whole entry, looked up): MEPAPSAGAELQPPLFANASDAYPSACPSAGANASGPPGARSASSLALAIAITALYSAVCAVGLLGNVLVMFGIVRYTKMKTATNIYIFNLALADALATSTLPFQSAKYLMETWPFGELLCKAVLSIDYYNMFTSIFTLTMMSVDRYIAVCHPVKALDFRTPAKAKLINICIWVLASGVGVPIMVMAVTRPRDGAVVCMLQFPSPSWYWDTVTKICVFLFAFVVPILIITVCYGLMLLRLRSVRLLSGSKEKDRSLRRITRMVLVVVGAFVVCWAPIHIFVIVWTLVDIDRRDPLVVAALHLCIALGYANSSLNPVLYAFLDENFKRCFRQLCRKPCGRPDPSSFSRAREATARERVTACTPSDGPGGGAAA
# PKA-R2B activ: activates the human PKA-R2B holoenzyme complex; P22694+P31323; PKA-R2B holoenzyme dissociation, Cy5-IP20 fluorescence polarization; R2B truncated from residue 108, S112A mutant; 0% DMSO only, 100% 113 µM cGMP; activation, % at 11.4 µM; 340,000 compounds, 0.079% hits; AID 504700;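 active means activation above a cutoff set at the mean over all compounds plus 3 SD, cut at about 18% in these data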;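 further: higher means more holoenzyme dissociation and a rise in polarization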
# HTR5A inv ctr: HTR5A inverse agonism, opioid heterodimer counter-screen; P47898; HTR5A cell line, luminescence; inhibition, % at 9.3 µM; 340,000 compounds, 0.083% hits; AID 504634; in the data active means inhibition mostly above about 23%, no sharp cut-off; inactive means mostly below about 18%;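 further: 0% = cells with DMSO and 100% = no-cell wells with DMSO; some compounds called inactive have numbers as strong as hits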
# DAGLB inh: blocks human DAGLB lipase activity | Q8NCG7 | HEK293T DAGLB membrane lysate, EnzChek fluorogenic substrate | inhibition, % at 5.17 µM | 340,000 compounds, 0.059% hits | AID 504411; in the data active means inhibition above about 34%;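 further: 0% = enzyme with vehicle and 100% = wells lacking enzyme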
# Arrestin-AP2 inh: inhibitors of human beta-arrestin and AP2 interaction; 340,000 compounds, 0.31% hits; FITC-arrestin peptide / GST-AP2 beads, flow cytometry; AP2 beta2 appendage carries R879A mutation; inhibition, % at 10 µM;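 active means inhibition above a set limit, near 3 SD of compounds lacking own fluorescence, cut at about 54% in these data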;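 further: plate controls were DMSO wells for no effect and 5 µM unlabelled arrestin peptide for full effect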
#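 Material – GST-tagged AP2 beta2-adaptin appendage (R879A) on 4 µm glutathione beads · Probe or stimulus – fluorescein-tagged arrestin peptide at 50 nM final · Timing – 12 min plus 1 h, RT · Detection – bead flow cytometry, FITC channel · Read-out basis – inhibition as reduced fluorescein signal on beads, percent · Medium – PBS plus Tween 20 (0.05%) and BSA (0.1%)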
# MOR-DOR inv ag: inverse agonist of human OPRM1-OPRD1 heterodimerization; 340,000 compounds, 0.21% hits; AID 504357; cell-based MOR-DOR heterodimer luminescence, inverse agonism; inhibition, % at 9.3 µM; P35372+P41143; in the data active means inhibition above about 22%, passing the limit was not always enough;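 further: 0% = cells with DMSO and 100% = wells without cells with DMSO; values of inactives mirror those of a sister screen read the other way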
# Pemphigus Ab inh: inhibitors of pemphigus antibody binding to human desmoglein-3; binding (percent of control), % at 10 µM; 310,000 compounds, 0.48% hits; P32926; DSG3-coupled beads, scFv-anti-DSG3-GFP binding, flow cytometry; stronger effect = lower value;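 active means binding more than 3 SD below its plate's average and above zero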; further: some compounds called inactive have numbers as strong as hits
# HTR5A ag ctr: counter-screen for OPRM1-OPRD1 agonists: human HTR5A agonism | activation, % at 9.3 µM | HTR5A agonist assay, luminescence, cell-based | 340,000 compounds, 0.61% hits | AID 504692 | P47898; in the data active means activation mostly above about 9.5%, no sharp cut-off; inactive means mostly below about 7.6%;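 further: 0% = cells with vehicle only and 100% = reference agonist; strong numbers were not always called active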
# PKA-R1A activ: activates the PKA-R1A holoenzyme complex; PKA-R1A dissociation, Cy5-IP20 fluorescence polarization; scaled: DMSO 0%, 113 µM cGMP 100%; activation, % at 11.4 µM; 340,000 compounds, 0.083% hits; P00514+P68181;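 active means percent activation above the mean of all tested compounds plus 3 SD, cut at about 19% in these data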;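 further: higher means more PKAc released from R1A so a rise in polarization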
# V-ATPase pHluor: alters yeast V-ATPase proton transport. S. cerevisiae, pHLuorin cytosolic pH fluorescence. response, % at 10 µM. 350,000 compounds, 0.37% hits. AID 504577; in the data active means response mostly above about 7.3%, no sharp cut-off; inactive means mostly below about 5.4%; further: actives read high; inactives centre near 0; some compounds called inactive have numbers as strong as hits; reference of the scale not given here
# Active calls of the source: *; x = not tested or not shown.
SMILES,OPRM1-OPRD1 ag,PKA-R2B activ,HTR5A inv ctr,DAGLB inh,Arrestin-AP2 inh,MOR-DOR inv ag,Pemphigus Ab inh,HTR5A ag ctr,PKA-R1A activ,V-ATPase pHluor
COc1ccc(C)cc1NS(=O)(=O)c1cn(C)c(=O)n(C)c1=O,-1.6,-3.2,13.8,-0.2,-5.4,9.0,75.8,-4.2,-9.2,-2.2
CC(=O)c1c(C)[nH]c(C(=O)OCC(=O)N(CC(C)C)C2CCS(=O)(=O)C2)c1C (stereo not drawn),-1.3,-3.4,-26.1,3.2,-1.3,8.2,93.2,-4.2,1.0,-0.5
COc1cccc(NC(=O)Nc2ccc(F)cc2)c1,x,9.1,x,0.0,x,x,99.8,x,9.1,0.4
O=C1CCN(Cc2ccc([N+](=O)[O-])cc2)CCN1[C@H](CO)c1ccccc1,-3.4,-3.2,-13.7,0.0,2.8,19.6,105.9,5.1,2.2,1.2
Cc1cc(SCC(=O)c2cccs2)n2nc(C)c(-c3ccccc3)c2n1,3.2,-5.2,-18.3,-1.0,1.4,-16.8,118.2,1.7,-7.6,-1.4
Cc1ccc(NC(=O)CCSc2nnc(Cc3ccccc3)o2)cc1,0.2,-1.7,-2.1,-3.1,-6.4,-1.2,86.2,-3.2,-6.3,2.6
O=C(NCc1nnc(SCC(=O)N2CCOCC2)o1)c1ccccc1F,3.3,2.1,-9.9,4.0,-4.2,-20.7,89.1,4.5,-7.4,-1.5
COc1ccc(CC(=O)Nc2ccc(OC(C)=O)cc2C(=O)O)cc1,-2.2,-1.4,-3.5,-3.0,-6.4,11.4,107.2,-4.2,-4.9,5.1
COc1ccccc1N/N=C/c1ccc2c(c1)OCO2,-0.4,14.7,-12.5,-4.6,16.0,2.1,93.7,4.8,3.4,-10.1
CN(C)CCn1c2c(c(SCC(=O)NCc3ccccc3)nc1=O)CCC2,0.1,-5.5,-2.5,3.8,0.1,-0.6,100.2,1.0,-7.6,1.2
NC(=O)c1ccc(NC(=O)COC(=O)c2ccc3ccccc3n2)cc1,-2.8,0.7,-9.8,-2.1,-8.5,14.9,94.5,2.7,13.6,-1.0
O=C(Cc1cccc([N+](=O)[O-])c1)Nc1cccc(C(=O)N2CCCCC2)c1,-0.9,2.3,-1.2,1.4,9.9,5.0,95.1,0.4,2.1,3.4
COC(=O)c1ccc(NC2(C#N)C(=O)Nc3ccccc32)cc1 (stereo not drawn),-14.0,2.7,11.7,-2.5,-1.3,82.5*,x,-4.5,-5.7,0.1
COc1ccccc1-c1cc(C(=O)N/N=C/c2cccs2)c2ccccc2n1,-2.1,3.2,11.7,-3.4,0.1,12.3,95.7,-1.1,-5.5,0.9
CCCCCC(O)(CCCCC)C(=O)NNc1ccccc1,0.2,11.2,-7.6,-5.0,16.3,-1.4,112.2,2.6,-1.3,-1.4
CCC(C)NC(=O)Cn1cnc2sc(C)c(S(=O)(=O)N3CCN(c4ncccn4)CC3)c2c1=O (stereo not drawn),-2.4,-11.1,-28.5,0.0,4.0,12.4,108.0,0.2,-0.4,-0.3
COc1ccc(-c2nnc(SCC(=O)NCCC(C)C)nc2-c2ccc(OC)c(OC)c2)cc1OC,-2.2,0.2,-13.0,-0.8,-8.8,10.0,77.7,3.7,-13.7,-2.6
O=C(Nc1nnc(-c2ccccc2)o1)c1nc2ccccc2s1,-2.0,0.3,40.7*,7.8,-7.1,10.6,96.6,-14.5,3.5,9.3
Cc1ccc(C(=O)NNC(=O)CCn2nnc3ccccc32)cc1,-0.1,2.4,21.6,1.6,-4.7,0.7,102.8,3.3,-6.7,11.0*
Cc1ccc(NC(=O)C2CCN(S(=O)(=O)c3c(C)[nH]c(=O)[nH]c3=O)CC2)cc1,-1.7,0.7,13.3,5.8,-28.1,9.7,99.1,-1.6,-3.9,2.1
Cc1cc2c(c(=O)n1CCc1ccccc1)C(c1ccco1)C(C#N)=C(N)O2 (stereo not drawn),-1.2,0.2,-7.7,3.4,3.6,6.3,x,3.7,4.1,1.3
O=C(NC(=S)Nc1cccc(NC(=S)NC(=O)c2ccccc2)c1)c1ccccc1,-1.2,4.3,18.8,2.7,-3.3,5.9,111.6,-4.8,4.0,-5.9
COC(=O)[C@]1(Cc2ccccc2)N[C@H](CN(C)C(=O)Nc2ccc(Cl)cc2)[C@@H]2C(=O)N(C)C(=O)[C@@H]21,-1.9,-3.1,-7.0,-1.2,5.6,9.0,102.1,1.9,-8.1,1.2
COc1ccc2cc(C(=O)C3CCCN(C(=O)c4ccnn4C)C3)ccc2c1 (stereo not drawn),-0.7,-9.8,-24.6,0.1,3.1,3.6,99.1,0.0,0.1,-3.8
Cc1ccc(-c2c(C#N)c(N)n(-c3ccc(C)cc3)c(=O)c2C#N)cc1,-4.2,12.5,1.7,-6.5,-4.1,17.6,x,-0.7,-1.5,-2.7
C[C@H]1CN(S(=O)C(C)(C)C)[C@H](CCO)/C1=C\CCO (stereo partly drawn),-4.1,-7.1,-14.8,-4.6,6.0,19.2,100.0,4.3,6.1,-0.3
O=C(COc1ccccc1[N+](=O)[O-])Nc1cccnc1,-1.2,10.9,4.8,-0.4,7.9,5.9,96.1,-1.9,-10.4,-0.6
CS(=O)CCC(NS(=O)(=O)c1ccccc1)C(=O)O (stereo not drawn),-0.6,-2.9,4.7,-2.5,-1.6,3.3,103.3,2.0,-4.4,-0.8
CCOC(=O)CNC(=O)CNC(=O)c1ccc(OCC(C)C)cc1,0.2,-1.6,-9.8,-1.0,1.7,-1.2,104.2,2.1,7.8,1.6
CCCCNC(=O)c1ccccc1NC(=O)CCC,1.2,-8.1,2.1,0.8,9.2,-5.9,99.6,-0.8,-0.7,-5.8
CCCCN(CCCC)Cc1ccc(C(=O)NNC(=O)Nc2ccccc2)o1,-2.1,-14.3,12.7,-2.9,1.5,10.8,98.6,-2.6,1.2,3.5
COc1ccccc1N1CCN(C(=O)CN(C)S(=O)(=O)c2ccc3c(c2)c(=O)n(C)c(=O)n3C)CC1,-2.6,4.1,-26.5,-0.6,-34.9,14.2,93.3,7.7,2.0,-0.4
CN(C)c1nc(C=C(C#N)C#N)c(Cl)n1-c1ccc(F)cc1,-2.2,3.6,-8.3,10.4,8.8,11.9,103.4,3.0,-9.5,-3.0
O=C(CSc1nnc(CNC(=O)c2c(F)cccc2Cl)o1)NC1CCCCC1,-2.3,-5.9,13.5,0.8,5.1,12.0,99.8,0.3,-2.5,-3.9
COc1cc(/C=C/C(=O)OCC(=O)NCc2ccco2)ccc1OC(F)F,-2.1,2.6,-11.2,-0.9,-18.1,11.4,117.1,0.5,-2.0,2.3
O=C(N/N=C/c1coc2ccccc2c1=O)c1ccccc1,-0.2,-5.5,-6.6,-0.4,-9.9,0.7,x,2.4,-3.4,4.0

# Three compounds out of the list, arranged by SMILES length, low to high:
SMILES,OPRM1-OPRD1 ag,PKA-R2B activ,HTR5A inv ctr,DAGLB inh,Arrestin-AP2 inh,MOR-DOR inv ag,Pemphigus Ab inh,HTR5A ag ctr,PKA-R1A activ,V-ATPase pHluor
CS(=O)CCC(NS(=O)(=O)c1ccccc1)C(=O)O (stereo not drawn),-0.6,-2.9,4.7,-2.5,-1.6,3.3,103.3,2.0,-4.4,-0.8
Cc1ccc(-c2c(C#N)c(N)n(-c3ccc(C)cc3)c(=O)c2C#N)cc1,-4.2,12.5,1.7,-6.5,-4.1,17.6,x,-0.7,-1.5,-2.7
COc1ccccc1N1CCN(C(=O)CN(C)S(=O)(=O)c2ccc3c(c2)c(=O)n(C)c(=O)n3C)CC1,-2.6,4.1,-26.5,-0.6,-34.9,14.2,93.3,7.7,2.0,-0.4

# (cont.)
SMILES,OPRM1-OPRD1 ag,PKA-R2B activ,HTR5A inv ctr,DAGLB inh,Arrestin-AP2 inh,MOR-DOR inv ag,Pemphigus Ab inh,HTR5A ag ctr,PKA-R1A activ,V-ATPase pHluor
CCCC(=O)N1CCN(c2nc3ccc(Br)cc3s2)CC1,-2.5,3.1,5.1,1.3,1.7,13.1,70.3,3.1,-1.1,1.6
COC(=O)C(Cc1ccc(O)cc1)NC(=O)C(CC(=O)OC(C)(C)C)NC(=O)OC(C)(C)C (stereo not drawn),-1.5,-3.1,1.8,-0.7,20.7,7.3,81.9,-3.4,-3.5,10.7
COc1ccc(N2CCN(S(=O)(=O)CCNC(=O)C3CCCCC3)CC2)cc1,0.5,-1.8,9.4,-0.5,11.0,-2.6,103.0,3.1,-3.0,0.6
c1ccc(-n2c(-c3ccncc3)nnc2-c2cccs2)cc1,1.1,-9.2,18.9,0.3,9.2,-6.5,100.8,2.0,-6.0,-0.6
CCOc1ccc(-n2c(C)c(C(C)=O)c(C(C)=O)c2C)cc1,0.2,6.0,-7.1,-0.5,4.3,-1.4,109.4,1.9,7.7,-4.1
CCc1ccc(NC(=O)C(C)OC(=O)CC(NC(C)=O)c2ccccc2)cc1 (stereo not drawn),-0.7,-7.8,15.6,2.1,-7.3,4.9,x,-5.8,13.1,-2.4
Cc1ccc(S(=O)(=O)N2[C@@H](c3ccccc3F)C(C(=O)O)=CC[C@H]2c2ccc(Cl)c(Cl)c2)cc1,-0.1,-3.2,7.3,2.6,16.3,0.6,99.6,0.1,-1.3,-3.4
C=CCn1c(C)nnc1SCC(=O)Nc1ccc2c(c1)OCCO2,-2.9,0.3,13.1,-1.8,36.2,14.4,91.4,-3.4,-2.9,3.5
CC(C)CN(C(=O)CCC(=O)OCC(=O)N(C)c1ccccc1)c1c(N)n(CC(C)C)c(=O)[nH]c1=O,-4.5,-0.5,-6.1,0.8,29.2,21.8,98.2,5.6,-6.7,-6.7
COC(=O)c1sccc1Oc1ccc(Cl)cc1N1C(=O)CCC1=O,-1.2,8.5,-2.0,-0.3,-5.9,5.9,109.8,-1.0,-2.4,-4.2
COc1ccc(OC)c(C(=O)CSc2nnc(C3CC3)n2C2CC2)c1,x,-5.5,x,-1.4,x,x,96.6,x,-5.9,x
Cn1c(CN2CCCC2)nc2cc(NS(=O)(=O)c3ccccc3)ccc21,-2.2,-17.0,12.3,-0.3,11.8,12.3,103.5,-8.2,-5.4,4.0
COc1ccc(CCNC(=O)CN2C(=O)COc3ccc(S(=O)(=O)N4CCOCC4)cc32)c(OC)c1,-2.7,-10.1,4.0,0.5,3.6,14.0,x,-2.2,-6.8,2.3
COc1ccc(CN(C)C(=O)C(Cc2ccccc2)NC(=O)c2ccccc2)c(OC)c1 (stereo not drawn),0.3,-6.7,10.9,0.0,3.9,-2.0,102.3,-4.2,-11.1,3.5
CN(NS(=O)(=O)c1ccc(Cl)cc1)c1cnn(C)c(=O)c1Cl,-0.3,8.0,1.9,0.8,27.2,1.6,93.8,-4.1,-1.7,1.3
Cc1c(NC(=O)c2cc(-c3ccc(F)cc3)nc3ccccc23)c(=O)n(-c2ccccc2)n1C,-2.7,-6.0,-3.6,1.8,-4.2,14.1,66.8*,0.9,8.2,-3.5
COc1ccccc1N(CC(=O)NC1CCCCC1)C(=O)CCC(=O)Nc1ccccn1,0.0,-3.7,3.0,-0.4,2.1,-0.2,100.1,0.5,-2.0,-0.1
O=C1NCC(COc2cccc3ccccc23)O1 (stereo not drawn),-1.0,-8.0,-8.4,-1.4,25.6,5.2,73.4,3.0,-7.4,3.7
